TDP1 cell CPT – DT40-hTDP1 cell growth loss with CPT; chicken DT40 Tdp1-/-;hTDP1 cells + 20 nM CPT, ATP luminescence, 48 h; Potency, µM (series often up to 46.2 µM), without a hit: at the top dose activity change, negative = growth inhibition, most hits filed as inhibitors; hit rate 12% among 420,000; note: nearly all actives have a fitted effect of over 55% in size
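Cell growth measured by CellTiter-Glo luminescence after a minimum 48 h, 37 C compound exposure with 20 nM CPT in Tdp1-knockout DT40 cells stably expressing hTDP1, seeded 400/well; qHTS titration format.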
FEN1 inh – blocks human flap endonuclease 1. P39748. Recombinant FEN1 flap cleavage, fluorescence, 15 min. AID 588795. hit rate 0.35% among 390,000. Potency, µM (series often up to 114 µM), for the others: at the highest dose activity change, negative = inhibition, hits mostly inhibitors; note: nearly all actives have a fitted effect of over 65% in size
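With each library titrated from low to high concentration, compounds met 10 nM FEN1 for 15 min at room temperature before 50 nM substrate was added; readings at 0 and 15 min fed four-parameter Hill curve fits.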
GCN5L2 inh – GCN5L2 (KAT2A) acetyltransferase inhibition | Q92830 | GCN5L2 HAT assay, ThioGlo1 CoA-SH fluorescence | Potency, µM (doses to about 58.9 µM), for inactives: at the top dose activity change, negative = inhibition, most hits filed as inhibitors | hit rate 0.21% among 390,000
Target sequence (Q92830 whole entry, looked up): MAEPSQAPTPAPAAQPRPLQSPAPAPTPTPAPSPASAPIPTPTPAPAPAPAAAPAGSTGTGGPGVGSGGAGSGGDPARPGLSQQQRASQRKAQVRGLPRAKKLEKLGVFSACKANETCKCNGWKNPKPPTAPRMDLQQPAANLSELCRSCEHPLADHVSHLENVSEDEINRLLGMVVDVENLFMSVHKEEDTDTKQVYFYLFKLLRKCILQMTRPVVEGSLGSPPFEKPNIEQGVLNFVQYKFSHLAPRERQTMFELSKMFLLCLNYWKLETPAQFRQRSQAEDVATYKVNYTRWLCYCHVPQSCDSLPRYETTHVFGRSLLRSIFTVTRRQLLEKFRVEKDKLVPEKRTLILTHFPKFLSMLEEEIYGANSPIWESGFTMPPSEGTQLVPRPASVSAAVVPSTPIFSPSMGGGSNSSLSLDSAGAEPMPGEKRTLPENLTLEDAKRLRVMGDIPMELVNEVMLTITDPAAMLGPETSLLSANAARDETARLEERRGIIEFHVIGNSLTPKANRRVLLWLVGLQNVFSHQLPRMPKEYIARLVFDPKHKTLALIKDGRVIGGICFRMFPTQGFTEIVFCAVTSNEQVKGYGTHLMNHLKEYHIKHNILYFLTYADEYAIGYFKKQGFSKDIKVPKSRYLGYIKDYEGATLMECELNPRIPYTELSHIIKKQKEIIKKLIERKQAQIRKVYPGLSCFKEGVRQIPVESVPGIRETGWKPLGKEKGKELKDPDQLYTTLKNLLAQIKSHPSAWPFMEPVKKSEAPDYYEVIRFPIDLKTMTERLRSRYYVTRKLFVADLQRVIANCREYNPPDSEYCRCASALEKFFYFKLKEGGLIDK
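Preincubate 20nM GCN5L2 with compound 15 min, RT → add 50uM ThioGlo1 + 75uM H3(1-25) + 70uM acetyl-CoA → read fluorescence 0 and 20 min. Primary qHTS; fluorescent artifacts likely.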
Active calls of the source: *; ? = inconclusive; · = not tested or not shown; & = joins results of further samples. Calls come from the whole dose curve; as a rule, active = well fitted curve in the direction sought with a large enough effect; inconclusive = small, poorly fitted or top-dose-only effect, or another doubt; inactive = no such curve, though single readings can be large; an effect the other way counts as inactive or inconclusive. % is set by controls: 0 for no effect and ±100 for the full control effect; potency is the fitted concentration of half-maximal effect.

SMILES | TDP1 cell CPT | FEN1 inh | GCN5L2 inh
Cc1nc2ccccc2n1/C(=N\S(=O)(=O)c1ccccc1)c1ccccc1 | -13% | 2% | -12%
Cc1nc2ccc(NS(=O)(=O)c3ccc(C)c(C)c3)cc2s1 | 15µM* | -3% | 0%
CCOC(=O)CCCNC(=O)COC(=O)c1cc2ccccc2cc1O | -9% | -1% | 0%
Cc1cc(C)nc(Sc2ccc([N+](=O)[O-])cc2[N+](=O)[O-])n1 | 1.3µM* | 9% | -3%
O=S1(=O)N=C(Nc2nncs2)c2ccccc21 | -3% | -10% | -9%
COc1ccc(/C(C)=N/N=C2/NC(=O)CC(C(=O)O)S2)cc1F (stereo not given) | -10% | -3% | -2%
Cc1ccc(-c2cc(Cc3ccccc3)c(=O)[nH]n2)cc1 | ? | 6% | -23%
CCOc1cccc(-c2nnc3sc(COc4ccccc4)nn23)c1 | -7% | -14% | -11%
CCC(CO)NCc1ccc(-c2ccccc2)cc1 (stereo not given) | ? | -2% | 1%
O=C(NNC(=O)C1CC1)c1ccccc1[N+](=O)[O-] | 2% | 19% | -2%
O=C(CN1CCc2ccccc2C1)Nc1ccc(F)cc1F | -1% | -4% | 1%
CC(C#N)(NC(=O)COC(=O)c1ccccc1NCCO)C1CC1 (stereo not given) | 9% | -5% | -5%
CC(C)C(NC(=O)C12CC3CC(CC(C3)C1)C2)C(=O)O (stereo not given) | -9% | 1% | 1%
Cc1cc(C)cc(OCC(=O)NCCN2CCOCC2)c1 | -12% | -4% | -9%
Cc1cccc2c(C(O)c3c[nH]c4c(C)cccc34)c[nH]c12 | ? | 1% | ·
CCOc1ccc(CCNC(=O)CCCn2nc(C)c3sc4ccccc4c3c2=O)cc1OCC | 23µM* | 1% | -14%
c1ccc(-c2ccc(CNC3CC3)cc2)cc1 | ? | -3% | -5%
CCOC(=O)C1(CCSC)NC(c2ccco2)C2C(=O)N(CC)C(=O)C21 (stereo not given) | 9% | -7% | -7%
Cc1cccc(-c2ncc(CN3CCC(CO)(CCCc4ccccc4)CC3)cn2)c1 | 23µM* | -31% | -3%
COc1ccc(-c2noc(COc3ccccc3OC)n2)cc1OC | 16µM* | 11% | 0%
O=C(NC(N1CCOCC1)C(Cl)(Cl)Cl)c1ccco1 (stereo not given) | ? | 0% | -4%
COC(=O)c1c(NC(=O)c2ccco2)sc(C(=O)N(C)C)c1C | -15% | -3% | -7%
O=C(CCl)NC1CCCc2ccccc21 (stereo not given) | 15µM* | -5% | -1%
CC1=NN(c2ccccc2)C(=O)/C1=C/N(C)C | ? | -11% | -17%
O=C(O)c1cccc(-c2ccc(/C=N/NC(=O)C3COc4ccccc4O3)o2)c1 (stereo not given) | 4% | -8% | -12%
CN(C(=O)CSc1ncnc2ccccc12)C1CCCCC1 | -5% | 2% | 2%
COCCNc1nc(-c2ccccc2)nc2ccccc12 | 3% | -5% | 5%
CN(C)Cc1ccccc1-c1nc(NCc2cccs2)c2ccccc2n1 | 21µM* | · | -9%
COc1ccc(CNC(=O)c2cccs2)cc1 | -3% | 1% | -6%
CCC(=O)N1CCc2cc(CNC(=O)c3ccccc3C)ccc21 | ? | 7% | 1%
O=C(Cn1cc(C(=O)c2cccs2)c2ccccc21)NCC1CCCO1 (stereo not given) | -8% | 2% | -4%
CC(C)c1ccc(NC(=O)C2CC(=O)N(C3CCCC3)C2)cc1 (stereo not given) | -2% | -4% | 4%
CCOC(=O)C(Cc1ccc(OC)c([N+](=O)[O-])c1)NC(=O)CCC(=O)Nc1ccc(OC)cc1 (stereo not given) | -16% | 11% | 2%
Cn1nc(CC(=O)NCc2cccc3ccccc23)c2ccccc2c1=O | 7.3µM* | 9% | 0%
CCOc1ccc(C(=O)NCCc2cnc[nH]2)cc1 | 23% | -3% | -1%
C1CCc2nnc(-c3nnc4n3CCCCC4)n2CC1 | 0% | -4% | -5%
COc1ccc(CNC(=O)C(=O)NC2CCC(C)CC2)cc1 (stereo not given) | -13% | 0% | -2%
COCCn1c(SCc2cccnc2)nnc1-c1ccco1 | 3% | -1% | -8%
COCC(=O)N1CCC2(CCCN(c3ccc(-c4ccccc4)cc3)C2)CC1 | ? | · | -5%
CCOC(=O)C1CCN(C2CC(=O)N(c3cccc(Cl)c3)C2=O)CC1 (stereo not given) | 0% | 3% | -1%
O=C(Nc1cccc(-c2csc(Nc3ccc(Cl)cc3)n2)c1)c1ccccc1 | 8.2µM* | 7% | 0%
Cc1ccc(C(=O)Nc2cccc(C(=O)NC3CCCCC3)c2)cc1 | 23µM* | -2% | ·
Cc1cccc(NC(=O)Cn2nc(C(F)(F)F)cc2C2CC2)c1 | 8% | -7% | -2%
CCOc1ccc(C(O)c2nccn2Cc2ccccc2)cc1 (stereo not given) | -18% | 0% | 2%
Cc1nnc(N2CCC(C(=O)NCCc3ccccc3)CC2)c2nn(-c3ccccc3)c(C)c12 | ? | 11% | -14%
O=C(O)c1cc(S(=O)(=O)N2CCCCC2)ccc1Cl | -1% | -4% | 3%
COc1c(/C=N/NS(=O)(=O)c2ccc(C)cc2)c(CCN(C)C(C)=O)cc2c1OCO2 | -16% | 2% | -1%
O=C1c2cccc3cccc(c23)C(=O)N1c1ccccc1Cl | -56% | -1% | -2%
O=C(c1ccccc1)N1CCN(S(=O)(=O)c2ccccc2)CC1 | 11%&-9% | 3%&7% | 1%
CC(C)(C)C(=O)Nc1ccc(C(=O)N/N=C/c2ccccc2OC(=O)c2ccc(Cl)cc2)cc1 | 5.2µM* | 15% | -11%
Further structures.
SMILES | TDP1 cell CPT | FEN1 inh | GCN5L2 inh
CCOC(=O)C(=CNc1cccc(C)n1)C(=O)OCC | -2% | 11% | -5%
COc1ccc(Cc2nnc(NC(=O)c3cccs3)s2)cc1 | -4% | 4% | 0%
COc1ccc(-c2nnc3cccc(Cl)n23)c(OC)c1 | 0% | -5% | -8%
COc1ccc(CCN(C)C(=O)c2ccc(S(=O)(=O)NCc3ccco3)cc2)cc1OC | 3% | -12% | -6%
COC(=O)C(Cc1ccc(O)cc1)NC(=O)c1ccccc1OC (stereo not given) | -10% | -3% | -1%
COc1nc(-c2ccccc2)ncc1S(=O)(=O)c1ccccc1 | ? | 7% | -5%
Cc1ccc(CC(=O)Nc2nncs2)cc1 | -7% | 0% | 1%
S=c1[nH]nc(-c2ccccn2)n1/N=C/c1ccc(-c2ccccc2Cl)o1 | 23% | -10% | ?
CC(=O)c1ccc(N2CCN(C(=O)C3CCCN3S(=O)(=O)c3cccc4nsnc34)CC2)cc1 (stereo not given) | ? | 4% | -3%
O=c1ccccn1CCOc1ccccc1Cl | 2% | -5% | 0%
COc1cccc(CNC(=O)c2oc3ccc4c(c3c2C)C(=O)CC(C)(C)O4)c1OC | ? | -20% | -10%
CN1CCN(NS(=O)(=O)c2ccc(Cl)s2)CC1 | 2% | -23% | 0%
O=C(Nc1ccccc1)c1ccc(NCc2ccco2)c(S(=O)(=O)N2CCOCC2)c1 | -15% | 0% | -9%
c1cn(CCCNC2CCCCCCC2)cn1 | 0% | -5% | ·
CCCCOc1ccc(C(=O)NCC(=O)NNC(=O)c2ccco2)cc1 | 8% | 1% | -4%
COc1cccc(OCCSc2nc3ccccc3n2CC(=O)N2CCOCC2)c1 | -28% | -14% | 1%
COc1cccc(N/C(SCc2cccc([N+](=O)[O-])c2)=C(/C#N)C(N)=O)c1 | ? | -5% | -13%
Cc1ccccc1NC(=O)Cc1nc(-c2c[nH]c(C(=O)N3CCCC3)c2)cs1 | 18µM* | 11% | -7%
CCOC(=O)c1cc(C#N)c(NCc2ccccc2)nc1C | -28% | -14% | -5%
CCc1ccc(OCC(=O)O/N=C(\N)c2cccnc2)cc1 | 0% | 9% | 4%
COc1ccc(/C(C)=N/NC(=O)c2nc(C)cc(C)n2)cc1 | -5% | -1% | -5%
CC(C)(C)Cc1nnc(NC(=O)c2cc(-c3ccccc3)nc3ccccc23)s1 | 2% | -3% | 2%
Cc1ccc(C(=O)N2CCN(CCNC(=O)C(=O)Nc3ccc(Cl)cc3)CC2)cc1 | ? | -9% | -1%
CC1CSc2nc3sc4c(c3c(=O)n21)CCCC4 (stereo not given) | -22% | -10% | 0%
C=CCn1c(SCC(=O)N(CC)C2CCS(=O)(=O)C2)nc2ccccc2c1=O (stereo not given) | 8% | -1% | 1%
COc1ccccc1CN1CCNC(=O)C1CC(=O)N(C)Cc1nc(C)cs1 (stereo not given) | -8% | 5% | -16%
CSc1ccc(/C=C/c2nc3ccccc3n2S(=O)(=O)c2ccc(Br)cc2)cc1 | 15µM* | -18% | -11%
Cc1cc(C)cc(NC(=O)c2sc3nc(C)cc(C)c3c2N)c1 | 0% | -2% | -8%
NC(=O)c1cc(S(=O)(=O)NCCCc2ccco2)cs1 | -27% | 2% | -2%
COc1ccc(-n2c(=O)c(-c3cccs3)nc3cnc(N4CCOCC4)nc32)cc1 | ? | · | -21%
CCN1CCN(/C=N/c2nc(C)cs2)CC1 | -10% | 0% | -5%
CCc1ccccc1Nc1nc(N)nc(COC(=O)c2cccn2C)n1 | -21% | 3% | 2%
O=C(CSc1ccc2ccccc2c1)NCCc1ccc(O)c(O)c1 | 16µM* | -12% | -4%
CN1CC2(Cc3c1ccc1ccccc31)C(=O)OC(C)(C)OC2=O | ? | -2%&-22% | -2%
COCCN1C(=O)c2ccccc2C(C(=O)Nc2ccc3c(c2)OCCO3)C1c1ccc(F)cc1 (stereo not given) | ? | -4% | 2%
COc1ccc([N+](=O)[O-])cc1NC(C)C | 0% | 17% | 1%
O=c1c2oc3ccccc3c2n(Cc2cccc(C(F)(F)F)c2)c(=O)n1Cc1ccc2c(c1)OCO2 | ? | 8% | -5%
CCCCOC(=O)c1nc[nH]c1C(=O)OCCCC | 7% | 7% | -1%
NC(=O)c1ccc(N2CCCC2)nc1 | 7% | 13% | ·
CCCCN(C(=O)c1ccc(N2CCCC2=O)cc1)c1c(N)n(Cc2ccccc2)c(=O)[nH]c1=O | -18% | 4% | -1%
CC(C)(C)c1cc(C(=O)N/N=C/c2ccncc2)n[nH]1 | ? | 4% | ?
COCCCNC(=O)c1oc2c(c1C)-c1nn(Cc3ccc(Cl)cc3)cc1CC2 | 23µM* | -20% | -13%
Cc1oc(-c2cccc(Cl)c2)nc1Cn1c(SCc2ccc(F)cc2)nc2cccnc21 | 26µM* | -1% | -2%
Cc1nnc(N(C)C(=O)c2ccc3c(c2)OCO3)s1 | 2% | -8% | -2%

In the list so far, these contain a Cl atom:
SMILES | TDP1 cell CPT | FEN1 inh | GCN5L2 inh
O=C(NC(N1CCOCC1)C(Cl)(Cl)Cl)c1ccco1 (stereo not given) | ? | 0% | -4%
O=C(CCl)NC1CCCc2ccccc21 (stereo not given) | 15µM* | -5% | -1%
CCOC(=O)C1CCN(C2CC(=O)N(c3cccc(Cl)c3)C2=O)CC1 (stereo not given) | 0% | 3% | -1%
O=C(Nc1cccc(-c2csc(Nc3ccc(Cl)cc3)n2)c1)c1ccccc1 | 8.2µM* | 7% | 0%
O=C(O)c1cc(S(=O)(=O)N2CCCCC2)ccc1Cl | -1% | -4% | 3%
O=C1c2cccc3cccc(c23)C(=O)N1c1ccccc1Cl | -56% | -1% | -2%
CC(C)(C)C(=O)Nc1ccc(C(=O)N/N=C/c2ccccc2OC(=O)c2ccc(Cl)cc2)cc1 | 5.2µM* | 15% | -11%
COc1ccc(-c2nnc3cccc(Cl)n23)c(OC)c1 | 0% | -5% | -8%
S=c1[nH]nc(-c2ccccn2)n1/N=C/c1ccc(-c2ccccc2Cl)o1 | 23% | -10% | ?
O=c1ccccn1CCOc1ccccc1Cl | 2% | -5% | 0%
CN1CCN(NS(=O)(=O)c2ccc(Cl)s2)CC1 | 2% | -23% | 0%
Cc1ccc(C(=O)N2CCN(CCNC(=O)C(=O)Nc3ccc(Cl)cc3)CC2)cc1 | ? | -9% | -1%
COCCCNC(=O)c1oc2c(c1C)-c1nn(Cc3ccc(Cl)cc3)cc1CC2 | 23µM* | -20% | -13%
Cc1oc(-c2cccc(Cl)c2)nc1Cn1c(SCc2ccc(F)cc2)nc2cccnc21 | 26µM* | -1% | -2%

High-throughput results: PubChem, National Center for Advancing Translational Sciences (NCATS)

The list is partial (hit frequency here may not be typical).
